# From PubChem BioAssay
# TCR act: Activators of T cell receptors: qHTS campaign; primary human leukocytes, anti-CD3, IL-2 HTRF, 48 h; Potency, µM (highest dose often 9.22 µM), without a hit: at the top dose activation of IL-2 secretion, usual class: activators; 330,000 tested, under 10 active; note: % of control where 0% means no effect
#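 Primary human leukocytes receive a-CD3 beads and test compound and are incubated 48 hr. Secreted IL-2 is then assayed by HTRF, measuring 665nm acceptor emission after 320nm excitation of the europium donor.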
# BCR signal inh: qHTS Assay to Find Inhibitors of Chronic Active B-Cell Receptor Signaling | ABC-DLBCL IkBa-CBG/CBR reporter, luminescence ratio, 4 h | Potency, µM (highest dose often 46.1 µM), inactives show top-dose ratio change, negative = lower green/red ratio, hits mostly inhibitors | 0.05% of 340,000 active; active = well fitted inhibition curve with a large enough effect in the signal ratio, with a control signal flat, not every such curve was filed as active; inconclusive = small, poorly fitted or top-dose-only effect, or effect the other way, or a change in a side signal; the % refers to the signal ratio;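 note: potency is the fitted concentration of half-maximal effect; plate controls were basal doxycycline-induced cells for no effect and cells given 10 µM MG132 for full effect; MG132 reads +100%, hits lower the ratio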
#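 Concentration-response series (up to 46 uM) were applied to TMD8 dual-reporter cells for 4 h at 37C with doxycycline. Green/red ratio, after filter-overlap correction, defined %Activity; red signal alone was normalised to basal cells and zero luminescence.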
# ELG1 repair inh: qHTS screen for small molecules that inhibit ELG1-dependent DNA repair in human embryonic kidney (HEK293T) cells expressing luciferase-tagged ELG1. HEK293T ELG1-luciferase reporter, luminescence, 16 h; DNA damage induced by 5-fluorouridine. Potency, µM (series often up to 46.1 µM), inactives show at the highest dose activity change, negative = inhibition, most hits filed as inhibitors. 2.3% of 330,000 active; note: potency is the fitted concentration of half-maximal effect; % is set by controls: 0 for no effect and ±100 for the full control effect; nearly all actives have a fitted effect of over 55% in size
#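 Overnight (16 hr) co-exposure of 2,000 cells/well to 5-fluorouridine and compound at 37 °C preceded detection. Luciferase was quantified via ONE-Glo luminescence; loss of signal denotes inhibition.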
# AT treatment: qHTS Assay for Identifying a Potential Treatment of Ataxia-Telangiectasia | […] A-T fibroblasts, KAP-1 phosphorylation AlphaLISA; neocarzinostatin DNA damage 30 min before lysis | Potency, µM (top dose mostly 57.5 µM), for the others: top-dose activation, most hits filed as activators | 0.19% of 320,000 active; note: potency is the fitted concentration of half-maximal effect; % of control where 0% means no effect; nearly all actives have a fitted effect of over 45% in size
#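 ATM-like activity read as KAP-1 phosphorylation via AlphaLISA donor/acceptor antibody pairs after lysis and 6 hr at 25C. Cells were ATM-null patient fibroblasts ([…], hTERT), dosed 60 min, then exposed to the DSB inducer NCS for 30 min.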
# Tb PFK inh: qHTS Assay to Find Inhibitors of T. brucei phosphofructokinase. AID 485367, 2010. 0.17% of 330,000 active. T. brucei PFK, ADP-Glo luminescence. Potency, µM (titrated, usually from 57.5 µM), for the others: top-dose activity, negative = inhibition, most hits filed as inhibitors;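 note: potency is the fitted concentration of half-maximal effect; 0% = uninhibited 1x PFK enzyme wells and -100% = no-enzyme wells; nearly all actives have a fitted effect of over 60% in size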
# Target sequence (O15648 whole entry, looked up): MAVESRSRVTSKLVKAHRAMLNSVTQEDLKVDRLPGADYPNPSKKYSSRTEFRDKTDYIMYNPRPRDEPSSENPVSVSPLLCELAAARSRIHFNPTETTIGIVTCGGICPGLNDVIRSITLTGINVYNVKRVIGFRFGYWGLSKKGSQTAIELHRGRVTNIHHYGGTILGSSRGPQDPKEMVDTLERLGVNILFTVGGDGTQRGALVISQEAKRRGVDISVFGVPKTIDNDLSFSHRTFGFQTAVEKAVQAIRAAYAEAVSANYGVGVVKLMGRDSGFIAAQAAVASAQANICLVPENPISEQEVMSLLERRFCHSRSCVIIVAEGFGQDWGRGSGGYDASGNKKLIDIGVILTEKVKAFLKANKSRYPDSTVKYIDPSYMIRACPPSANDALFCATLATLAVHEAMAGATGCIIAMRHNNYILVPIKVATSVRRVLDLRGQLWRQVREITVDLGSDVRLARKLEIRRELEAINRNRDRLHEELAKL
#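 Activity is normalized to no-enzyme wells (full inhibition) and 1.25 nM enzyme wells (no inhibition). Reaction: 0.5 mM F6P, 0.1 mM ATP, 45 min RT, ADP-Glo luminescence; concentration-response curves fitted and classed by quality.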
# S-ASM inh: Inhibitors of Secretory Acid Sphingomyelinase (S-ASM): qHTS; Potency, µM (series often up to 57.5 µM), for the others: at the highest dose activity change, negative = inhibition, most hits filed as inhibitors; 0.006% of 340,000 active; placental ASM, HMU-PC fluorogenic substrate, 60 min; AID 504937, 2011; note: potency is the fitted concentration of half-maximal effect
#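 Human placenta-derived ASM enzyme was preincubated with compound for 10 minutes at room temperature, then given fluorogenic substrate HMU-PC0 (9 uM final) for 60 minutes at 37 °C; a pH 10 stop preceded fluorescence reading at Ex 386/Em 447 nm.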
# a7 integrin act: qHTS for Activators of Integrin-Mediated Alleviation for Muscular Dystrophy. alpha7betagal myoblasts, beta-gal FDG fluorescence, 48 h. 0.064% of 350,000 active. Potency, µM (highest dose often 38.3 µM), for inactives: top-dose activation, hits mostly activators;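 note: potency is the fitted concentration of half-maximal effect; 100% = response of the positive control SU9516; nearly all actives have a fitted effect of over 60% in size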
#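 Alpha7betagal+/- myoblasts (passage 13) were plated 16-24 hr, then exposed to compounds (1:260 dilution of DMSO stock) for 48 hours at 37C. After MPER lysis, β-galactosidase reporter activity was read as FDG fluorescence (ex 480/em 540) after 30 minutes.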
# Eya2 phos inh: qHTS Assay for Inhibitors of the Phosphatase Activity of Eya2 | AID 488837, 2010 | recombinant Eya2, OMFP fluorescence dephosphorylation (OMFP is methylfluorescein phosphate) | Potency, µM (titrated, usually from 76.9 µM), for the others: top-dose activity, negative = inhibition, most hits filed as inhibitors | 0.006% of 330,000 active; note: potency is the fitted concentration of half-maximal effect; % is set by controls: 0 for no effect and ±100 for the full control effect
#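 Eya2 (0.2 uM) preincubated 10 min at ambient with compound, then OMFP substrate added at 50 uM; 10 min reaction in 50 mM HEPES pH 7.5, 50 mM NaCl, 5 uM MgCl2, 0.05% BSA, 1 mM DTT. Fluorescence read at Ex 485/Em 525 nm.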
# Mito fusion act: qHTS Assay for Small Molecule Inhibitors of Mitochondrial Division or Activators of Mitochondrial Fusion; Potency, µM (highest dose often 46.1 µM), for inactives: at the highest dose growth rescue (activation), most hits filed as activators; 0.23% of 320,000 active; S. cerevisiae fusion-defective mutant growth rescue, CellTiterGlo 48 h;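 note: potency is the fitted concentration of half-maximal effect; % of control where 0% means no effect; nearly all actives have a fitted effect of over 45% in size; temperature-sensitive fusion mutants such as fzo1-1 at 37 °C on non-fermentable ethanol glycerol medium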
#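 Growth-rescue viability read-out: after 48 h at the non-permissive 37C in glycerol/ethanol YPEG, yeast mitochondrial fusion mutants are measured by CellTiterGlo luminescence; compounds (23 nl pinned per well) restoring growth score as division inhibitors or fusion activators.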
# TSHR antag: Antagonists of the Thyroid Stimulating Hormone Receptor: HTS campaign | 0.2% of 330,000 active | TSHR-expressing cells, TSH-stimulated cAMP HTRF, 2 h; hits give low values | activity change, negative = inhibition, % at 11.5 µM;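 active = activity change below a set negative limit, meaning inhibition stronger than a set level, cut at about -70% in these data; inconclusive = activity change between two set negative limits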; note: % is set by controls: 0 for no effect and ±100 for the full control effect
#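 Freshly harvested TSHR cells receive pin-tooled compound, then EC80 TSH at 4nM final. After 2 hours at 37 deg C, antibody in lysis buffer and cAMP-d2 are added; 30 minutes at ambient temperature precede the HTRF read.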
# PTAP TSG101 blk: qHTS Assay for Iinhibitors of HIV-1 Budding by Blocking the Interaction of PTAP/TSG101 | Tumor susceptibility gene 101 protein (Homo sapiens), Q99816 | Fluorescence polarization, FITC-PTAP peptide / Tsg101 binding | Potency, µM (series often up to 115 µM), inactives show at the top dose activity change, negative = inhibition, usual class: inhibitors | 340,000 tested, under 10 active | AID 493005, 2010; active = well fitted inhibition curve with a large enough effect in the main read-out, with a control signal flat, not every such curve was filed as active; inconclusive = small, poorly fitted or top-dose-only effect, or effect the other way, or a change in a side signal; inactive = no such curve, though single readings can be large or run the other way; note: potency is the fitted concentration of half-maximal effect; % of control where 0% means no effect
# Target sequence (Q99816 whole entry, looked up): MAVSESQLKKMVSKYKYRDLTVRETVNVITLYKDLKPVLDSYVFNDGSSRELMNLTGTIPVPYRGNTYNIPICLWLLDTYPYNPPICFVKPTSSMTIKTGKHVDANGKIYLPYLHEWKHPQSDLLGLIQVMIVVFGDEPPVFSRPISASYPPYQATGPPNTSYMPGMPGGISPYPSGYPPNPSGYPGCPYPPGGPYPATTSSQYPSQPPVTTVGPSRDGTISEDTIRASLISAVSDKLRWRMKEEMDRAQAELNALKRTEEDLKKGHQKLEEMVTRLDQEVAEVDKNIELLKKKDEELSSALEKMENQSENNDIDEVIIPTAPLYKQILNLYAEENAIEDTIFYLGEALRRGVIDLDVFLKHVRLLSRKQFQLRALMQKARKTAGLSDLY
#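 FP read-out: FITC-PTAP peptide, 50 nM final, binding Tsg101 binding domain, 10 uM final; 20 min, r.t.; 10 mM HEPES pH 7.5, 0.15 M NaCl, 0.01% Tween 20, 3 mM EDTA, 0.1 mM TCEP.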
# Numbers without * were called inactive; ? = inconclusive; · = not tested or not shown; [ ] = another dose, or the depositor's remark. Unless noted, calls come from the whole dose curve; as a rule, active = well fitted curve in the direction sought with a large enough effect; inconclusive = small, poorly fitted or top-dose-only effect, or another doubt; inactive = no such curve, though single readings can be large; an effect the other way counts as inactive or inconclusive.
SMILES,TCR act,BCR signal inh,ELG1 repair inh,AT treatment,Tb PFK inh,S-ASM inh,a7 integrin act,Eya2 phos inh,Mito fusion act,TSHR antag,PTAP TSG101 blk
COC(=O)[C@@H]1[C@@H](C)N(Cc2ccccc2)C(=O)N[C@H]1c1cccc(C(F)(F)F)c1,2%,-1%,0%,0%,2%,-1%,17%,6%,-28%,-9,-3%
COc1ccc(CNS(=O)(=O)c2cc(CN3C(=O)c4cccnc4C3=O)ccc2OC)cc1,-1%,0%,?,6%,1%,-2%,3%,2%,-1%,53,-3%
COCCN1C(=O)N[C@@H](c2ccccc2)C(C(=O)OC)=C1C,-6%,1%,14%,-2%,6%,0%,23%,9%,-3%,2,-4%
Cc1cc(F)ccc1N1CCC(N2CCN(C)C(CCO)C2)CC1 (stereo not given),·,0%,-21%,-8%,0%,6%,-46%[inhibitor],-7%,-3%,-3,0%
CN1CCN(S(=O)(=O)c2cccc(C(=O)NC3CCCC3)c2)CC1,-1%,4%,0%,18%,-5%,-2%,9%,20%,-4%,1,1%
N#C/C(=C\c1cccnc1)c1ccccn1,0%,-5%,?,-1%,2%,2%,-29%,-14%,5%,9,-3%
O=C(O)[C@@H]1CC(O)CN1C(=O)CCc1c[nH]c2ccccc12 (stereo not given in full),-4%,8%,?,-1%,0%,3%,9%,?,9%,8,1%
C=CCN(C(=O)CC(NC(C)=O)c1ccccc1)c1nc(-c2ccc(S(C)(=O)=O)cc2)cs1 (stereo not given),4%,10%,8%,-1%,3%,-3%,-5%,3%,-1%,-10,-7%
O=C(Nc1cc(C(F)(F)F)ccc1N1CCOCC1)c1ccc(Cl)nc1,6%,26%,?,0%,-4%,-1%,4%,-30%,14%,10,-4%
Cc1cccc(N(C)C(=O)c2cc(S(=O)(=O)N3CCCC3)cn2C)c1,-1%,-7%,-1%,9%,0%,-1%,18%,8%,1%,-8,-3%
Cc1ccccc1C(=O)Nn1cnc2ccccc2c1=O,2%,-5%,?,-3%,-4%,2%,-6%,-1%,-2%,7,-5%
COc1cc(CC(=O)OCC(=O)NCc2ccco2)cc(OC)c1OC,3%,-2%,?,1%,-6%,3%,30%,4%,·,·,-3%
NC(=O)Cc1ccc2sc(-c3ccccc3)nc2c1,-1%[46.1 µM],-11%,?,0%,-6%,3%,-9%,-3%,3%,-7,-7%
CCOc1ccc(N(CC(=O)Nc2cccc(OC)c2)S(=O)(=O)c2c(C)noc2C)cc1,7%,?,?,1%,-3%,-4%,8%,-20%,22%,-17,-4%
CS(=O)(=O)N(Cc1ccccc1)c1ccc(C(=O)N2CCN(c3cccc(Cl)c3)CC2)cc1,-2%,0%,?,-1%,-8%,-9%,-30%,-18%,3%,-92*,-7%
C[C@@H]1CN(C(=O)c2cc(COc3cccc(C(F)(F)F)c3)on2)C[C@H](C)O1,-3%,-2%,15µM*,13%,-6%,-3%,20%,4%,3%,47,0%
CSCC[C@H](NC(=O)COc1ccc(Cl)cc1)C(=O)N1CCC2(CC1)NCCc1[nH]cnc12,3%,1%,14%,-4%,-1%,-25%,41%,12%,-2%,2,5%
COc1cccc(CNCc2cccc(Br)c2)c1OC,2%,2%,-9%,31%,-8%,-1%,-2%,-14%,-2%,1,-2%
Cc1ccc(/C=N/NC(=O)CNC(=O)COc2ccc(Cl)cc2)o1,-5%,5%,-2%,5%,-7%,-1%,-9%,-2%,2%,7,1%
CCC(C(=O)NCCCN1CCN(C)CC1)n1nc(C)n2c(cc3occc32)c1=O (stereo not given),-4%,-5%,25%,-2%,-10%,1%,6%,-2%,0%,2,-4%
CC(NCC(=O)Nc1ccccc1C(=O)NC1CC1)c1ccco1 (stereo not given),-3%,4%,17%,11%,-2%,7%,7%,-2%,-1%,-7,2%
O=C(c1cc(COc2ccc(F)cc2Cl)on1)N1CCc2sccc2C1,-1%,?,0%,2%,0%,-2%,2%,6%,0%,-6,0%
CC(C)NS(=O)(=O)c1ccc(OCC(=O)N2CCc3ccccc3C2)cc1,-5%,0%,-20%,0%,4%,-2%,-21%,2%,8%,13,-6%
CCOc1ccc(C(=O)Nc2ccccc2OC(F)F)cc1,-1%,-5%,?,5%,-1%,-1%,1%,-6%,-4%,-2,1%
CC(NC(N)=O)C(=O)OCc1ccc(Cl)cc1Cl (stereo not given),-24%,28%,10%,3%,4%,-2%,10%,-2%,-8%,1,0%
# Next records follow.
SMILES,TCR act,BCR signal inh,ELG1 repair inh,AT treatment,Tb PFK inh,S-ASM inh,a7 integrin act,Eya2 phos inh,Mito fusion act,TSHR antag,PTAP TSG101 blk
CN(CC(=O)Nc1sccc1C#N)Cc1ccccc1,0%[46.1 µM],?,0%,·,1%,2%,21%,-1%,0%,-4,2%
O=S(=O)(N1CCOCC1)n1c(Cc2ccccc2)nc2ccccc21,1%,0%,?,9%,-3%,-1%,-14%,-8%,3%,40,-2%
COc1ccc(C(=O)NNC(=O)c2ccncc2)cc1[N+](=O)[O-],-4%,1%,-2%,-5%,2%,-2%,-18%,8%,11%,-6,-1%
O=C(COC(=O)c1ccc(Br)cc1)NCCC1=CCCCC1,5%,3%,7%,6%,1%,-3%,4%,-14%,13%,-12,-1%
CN(C)CCCNC(=O)c1ccc(-c2ccccc2)cc1,-1%,-1%,-2%,-1%,-1%,3%,4%,14%,-5%,-9,-3%
CC(=O)c1cccc(NC(=O)CCCSc2ccccc2)c1,1%,?,9%,6%,0%,-2%,7%,14%,8%,-81*,-4%
COc1ccc2c(=O)c(N3C(=O)c4ccccc4C3=O)c(C)oc2c1,3%,0%,8%,0%,0%,1%,-6%,3%,1%,-5,-3%
N=c1n(CCN2CCCCC2)c2ccccc2n1CC(=O)c1ccc(Cl)c(Cl)c1,2%,?,?,35µM*,0%,-15%,-67%[inhibitor],-4%,8%,10,-6%
COCc1cc(C)nc(OCC(=O)N/N=C/c2ccccc2)c1C#N,1%,3%,-9%,2%,-14%,-1%,26%,5%,·,8,0%
CCN(CC)S(=O)(=O)c1cccc(C(=O)NCC(=O)OCC(=O)NCc2ccccc2)c1,-5%,1%,6%,-7%,1%,-1%,-13%,1%,6%,3,-1%
Cc1nc2ccc(NC(=O)N3CCOCC3)cc2s1,3%,?,-6%,2%,0%,5%,4%,-2%,2%,10,1%
CC(C)Oc1ccc(C(=O)O)c(C(=O)O)c1,2%,6%,5%,-5%,1%,9%,9%,13%,-2%,14,-2%
O=C(OCC(=O)N(c1ccccc1)C1CCCCC1)c1ccc(CO)cc1,·,2%,3%,0%,-2%,2%,-26%,-1%,12%,-15,-1%
Cc1cccc(NC(=O)C2CCN(C(=O)N3CCOc4ccccc43)CC2)c1C,3%,4%,-1%,4%,2%,2%,-4%,12%,-3%,-9,-4%
CC1=C(C(=O)NCc2ccccn2)C2(CCC(C)CC2)OC1=O (stereo not given),-3%,-4%,?,-6%,-1%,0%,-27%,-16%,7%,0,-4%
COc1ccc2nc(SCC(=O)NCc3ccc4c(c3)OCO4)[nH]c2c1,-5%[46.1 µM],-10%,-24%,-9%,2%,3%,27%,-5%,-3%,3,-2%
O=C1c2ccccc2C(Nc2ccc3c(c2)OCCO3)N1Cc1ccc2c(c1)OCO2 (stereo not given),1%,-3%,?,1%,-10%,-11%,5%,-5%,21%,-15,-2%
